# Bioassay records as filed in PubChem BioAssay.
# APJ antagonist – blocks the human apelin receptor APJ. inhibition, % at 20 µM. CHO-K1 APJ beta-arrestin complementation, luminescence. 330,000 compounds, 0.32% hits. AID 2521. P35414;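 active means inhibition above about 40% at 20 µM, limit read from the data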;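 further: cells challenged with 10 nM apelin-13 agonist together with compound; plate controls were apelin-13 plus DMSO wells for no effect and DMSO wells lacking apelin-13 for full effect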
# Target sequence (P35414 whole entry, looked up): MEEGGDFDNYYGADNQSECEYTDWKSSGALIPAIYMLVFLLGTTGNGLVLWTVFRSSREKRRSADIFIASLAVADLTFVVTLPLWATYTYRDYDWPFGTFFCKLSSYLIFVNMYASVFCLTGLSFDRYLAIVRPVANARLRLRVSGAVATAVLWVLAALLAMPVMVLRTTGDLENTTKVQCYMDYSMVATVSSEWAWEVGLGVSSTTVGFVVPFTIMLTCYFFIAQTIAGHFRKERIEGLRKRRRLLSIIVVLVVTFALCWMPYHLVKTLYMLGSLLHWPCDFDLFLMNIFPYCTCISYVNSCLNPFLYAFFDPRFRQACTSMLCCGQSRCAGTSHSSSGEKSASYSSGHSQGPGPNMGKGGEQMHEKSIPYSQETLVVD
# TIM10 inh – TIM10 yeast growth inhibition | 330,000 compounds, 1.4% hits | AID 463195 | inhibition, % at 10 µM | S. cerevisiae TIM10 strain growth, BacTiter-Glo luminescence, 24 h;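 active means inhibition of 40% or more at the single tested concentration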;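 further: wild-type TIM10 isogenic control strain grown at permissive 25 °C; 0% = DMSO yeast wells and 100% = minimal medium wells without yeast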
# MPTP inh – blocks calcium-induced mitochondrial swelling. inhibition, % at 10 µM. 360,000 compounds, 1.4% hits. isolated mouse mitochondria, Ca2+ swelling absorbance, 30 min;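 active means inhibition of 50% or more, scaled per plate between neutral and stimulator controls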;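 further: 0% = DMSO wells given calcium and 100% = 1 mM EGTA wells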
# NR3A LBD binder – modulates the human NR3A ligand-binding domain. NR3A LBD differential scanning fluorimetry, Tm shift; 0% = protein alone, 100% = glycine-bound protein. Tm shift relative to glycine control, % at 25 µM. 340,000 compounds, 2.5% hits. AID 1259313;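 active means melting temperature shift of at least 10% of the positive control shift, at one fixed dose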
# NALP3 yeast inh – blocks the NALP3 inflammasome reconstituted in yeast | Yeast reconstituted NLRP3/ASC/caspase-1, beta-gal luminescence, 24 h | 330,000 compounds, 0.39% hits | AID 2825 | inhibition, % at 10 µM;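 active means inhibition of 50% or more; inactive means inhibition below 50%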;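 further: plate controls were induced DMSO wells for no effect and uninduced yeast grown without galactose for full effect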
# tim23-1 inh – growth inhibitors of tim23-1 mutant yeast; S. cerevisiae tim23-1 growth, BacTiter-Glo luminescence, 24 h; inhibition, % at 20 µM; 330,000 compounds, 1.3% hits; AID 463212;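 active means growth inhibition of the mutant yeast at or above 50%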;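 further: temperature-sensitive mutant grown at 25 °C; plate controls were DMSO-treated mutant yeast for no effect and medium wells lacking yeast for full effect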
# tim10-1 inh – growth inhibitors of tim10-1 mutant yeast; S. cerevisiae tim10-1 ts strain growth, BacTiter-Glo, 24 h; inhibition, % at 20 µM; 330,000 compounds, 2.2% hits;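 active means inhibition of at least 40%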;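 further: mutant grown at 25 °C; 0% = DMSO wells with yeast and 100% = wells holding no yeast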
# APJ agonist – APJ receptor agonism. 330,000 compounds, 0.11% hits. AID 2520. CHO-K1 APJ PathHunter beta-arrestin, luminescence; 0% DMSO wells, 100% apelin. activation, % at 20 µM;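 active means activation more than six SD over the plate average, tested at 20 µM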;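 further: 0% = DMSO alone and 100% = apelin-13 at 10 nM; some results filed as inactive read as strong as hits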
#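 Assay system: CHO-K1 cells stably expressing ProLink-tagged human APJ and arrestin–beta-gal acceptor. Compound dosing: 20 µM single point, 1% DMSO. Times: 16-18 h seeding, 90 min dark compound exposure, 60 min detection. Detection: beta-gal luminescence. Evaluation: APJ–arrestin association signal. Controls: negative DMSO alone, positive Apelin-13 at 10 nM.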
# MIN6 prolif – MIN6 beta-cell proliferation induction. MIN6 cells proliferation, ATPlite luminescence, 48 h; cells starved in 0.2% serum; 100% = growth in 10% serum. proliferation, % at 10 µM. 330,000 compounds, 0.29% hits. AID 2380;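 active means compounds whose signal lies at least 3.5 SD above the mean of all wells on their plate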;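 further: 0% = DMSO-treated cells in low-serum medium and 100% = 10% serum control; some compounds called inactive have numbers as strong as hits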
# The depositor's hits bear a star; x = not tested or not shown.
# Fields – APJ antagonist	TIM10 inh	MPTP inh	NR3A LBD binder	NALP3 yeast inh	tim23-1 inh	tim10-1 inh	APJ agonist	MIN6 prolif
1: Cn1c(N)c(C(=O)COC(=O)c2ccccc2C(=O)c2ccccc2)c(=O)n(C)c1=O
  -22	12	-1.6	1	15	8	9	-2	-1
2: C/C(=N\N=C1/SC(CC(=O)O)C(=O)N1c1ccccc1)c1ccc(C)cc1 (stereo not given)
  -8	4	0.8	1	18	5	21	-3	-1
3: COc1cc(OC)c(C2N(C)c3ccccc3N2C)cc1OC
  15	8	x	x	-2	7	5	1	-3
4: COc1cccc(NC(=O)CN(C)C(=O)c2ccc(OCC3CCCO3)cc2)c1 (stereo not given)
  -40	4	0.6	-1	18	-8	-8	-3	-4
5: CCOC(=O)c1cn(CC)c2cc(Cl)c([N+](=O)[O-])cc2c1=O
  0	5	1.9	12*	7	2	12	-2	0
6: O=C(Nc1ccc2c(c1)CCC2)Nc1ccccc1F
  -26	4	1.0	-3	38	11	-4	-2	-5
7: [O-][n+]1c2ccccc2c2n1CCCN=C2c1ccc(Cl)cc1
  19	19	0.8	0	24	22	20	-5	-5
8: CCCCCC(=O)NC(=S)Nc1ccc2oc(=O)ccc2c1
  11	35	1.1	0	24	27	21	-1	0
9: CCn1c(SCC(=O)Nc2nc(C)c(C)s2)nnc1-c1cccnc1
  32	10	-0.8	-4	7	6	-3	-3	-2
10: C=CCn1cnc2c(oc3ccccc32)c1=O
  -5	-11	0.8	0	1	-4	-7	0	-3
11: Cn1c(Cc2ccccc2)nnc1SCC(=O)N1CCN(c2ccccc2)CC1
  8	19	-1.9	-2	8	13	17	0	-1
12: CC1CCCCC1NS(=O)(=O)c1ccc(-n2cnnn2)cc1 (stereo not given)
  19	30	0.3	0	4	39	22	1	0
13: CN1CCN(CCCNC(=O)c2cc3c(=O)n(C)c4ccccc4c3s2)CC1
  2	4	-2.7	-2	15	-6	20	0	-7
14: CCOC(=O)[C@@H]1[C@H]2COc3ccccc3[C@@H]2N2C(=O)N(c3ccc(C)cc3)C(=O)[C@]12C
  11	-5	-1.3	-1	0	-7	21	-4	-2
15: O=Nc1c(O)n(Cc2c(Cl)cccc2Cl)c2ccccc12
  9	27	11	-2	7	19	18	-1	-3
16: Cc1ccc(C)c2[nH]c(=O)c(C(c3nnnn3C3CCCC3)N3CCOCC3)cc12 (stereo not given)
  -11	4	0.6	1	7	21	29	0	-3
17: COc1ccc(CNc2ncccn2)cc1OC
  1	8	-1.8	0	15	10	-3	0	-3
18: COc1cc(OC)cc(-c2c(C#Cc3ccsc3)c3cc(-c4ccc5c(c4)OCCO5)ccc3n2C)c1
  1	9	-0.4	-1	5	4	-2	-2	-4
19: O=C(N/N=C/c1ccc2c(c1)OCO2)c1cc(-c2ccco2)nc2ccccc12
  18	-1	-2.5	-5	20	5	0	6	-1
20: CC(C)CCNC(=O)CCc1nnc2n(CCCOC(C)C)c(=O)c3ccccc3n12
  -11	-4	-0.3	-2	3	4	8	-4	-1
21: CCC1CCC2(CC1)NC(=O)N(CC(=O)NCc1ccc(Cl)cc1)C2=O (stereo not given)
  -1	-2	-0.5	0	8	6	2	3	-4
22: COc1ccc(CCC(=O)OCC(=O)N2CCN(S(=O)(=O)c3ccc(C)cc3C)CC2)cc1
  17	10	0.2	0	24	27	23	-3	1
23: Cc1noc(C)c1C(=O)OCC(=O)N1CCN(S(=O)(=O)c2ccc3ccccc3c2)CC1
  -16	12	0.6	-2	7	4	-6	-3	5
24: CC(C)CCNC(=O)C(c1ccc(O)cc1)N(C(=O)C1COc2ccccc2O1)c1cccc(O)c1 (stereo not given)
  -5	8	0.1	-12	8	10	22	1	-2
25: C=C(C)/C=N/NC(=S)Nc1ccc(S(=O)(=O)N2CCOCC2)cc1
  -16	1	0.2	0	7	25	10	0	-2
26: Cc1ccc2cccc(S(=O)(=O)N3CCCc4ccccc43)c2n1
  -2	24	-1.0	2	16	23	4	-6	-4
27: COc1cc2[nH]c3c(=O)n4c(nc3c2cc1OC)SCCC4
  -37	22	0.3	-3	23	30	28	1	4
28: Cc1cccn2c(=O)c3cc(C(=O)NCCN4CCOCC4)n(C)c3nc12
  0	18	-0.8	2	22	7	0	2	1
29: COc1ccc(C(CNC(=O)COc2ccccc2C#N)N2CCOCC2)cc1 (stereo not given)
  -4	-20	0.5	0	23	-3	9	2	-4
30: Cc1ccc(NC(=O)NC(=O)COc2c(F)c(F)cc(F)c2F)c(C)c1
  6	-1	-1.6	1	8	11	19	-3	0
31: CC(C)c1cc(N2CCC(=O)NC2=O)cc(C(=O)O)c1O
  3	-11	0.2	1	-5	12	8	0	0
32: C=CCN(c1ccccc1)S(=O)(=O)c1cccc2cccnc12
  20	-9	2.3	-2	-20	20	2	-1	-3
33: CCSc1nnc(NC(=O)c2csc(C)c2)s1
  -36	20	-0.8	-1	8	3	3	-4	-3
34: O=S(=O)(Nc1ccc2c(c1)nc1n2CCN(Cc2ccccc2)C1)c1ccc(F)cc1
  -16	12	31	-4	26	17	12	1	-1
35: Cc1ccc2nc(N3C(=O)C(O)=C(C(=O)c4ccco4)C3c3cccc(O)c3)sc2c1 (stereo not given)
  1	13	-1.6	-2	5	6	-17	-2	3
36: CCC(C(=O)Nc1cccc(C(=O)O)c1)c1ccccc1 (stereo not given)
  7	2	-1.0	0	-5	-2	3	-1	-1
37: Cc1ccc(C)c(N(C(=O)CCC(=O)Nc2cc(C)on2)C(C(=O)NC2CCCC2)c2ccco2)c1 (stereo not given)
  8	12	-0.5	-1	7	-6	4	-2	-1
38: C[C@H]1CN([C@@H](C)CO)C(=O)c2cccc(NC(=O)C3CC3)c2O[C@H]1CN(C)S(=O)(=O)c1cccs1
  0	3	2.4	0	1	-8	-7	-1	-2
39: NC(=O)c1ccc(C2SCC(=O)N2Cc2ccccc2)cc1 (stereo not given)
  -10	-9	-0.6	1	17	4	12	3	-3
40: Cc1cc2c(cc1C)CSC(c1ccccc1OC(=O)C(C)C)SC2
  5	6	3.0	3	24	-1	10	-3	-1
41: CC1CCc2c(sc(NC(=O)CSc3ncnc4c3cnn4-c3ccccc3Cl)c2C#N)C1 (stereo not given)
  7	4	3.3	0	-6	-4	14	-8	-2
42: CCC(C)(C)NC(=O)C(c1cccn1C)N(Cc1ccc(OC)cc1)C(=O)Cn1nnc2ccccc21 (stereo not given)
  6	12	0.4	-2	-3	0	29	-9	-1
43: COCCN1C(=O)C(CC(=O)Nc2ccccc2)SC1=Nc1ccc(OC)cc1 (stereo not given)
  -4	32	0.0	0	9	16	28	-1	-1
44: CCN(CC)c1ccc(NC(=O)c2ccccc2Br)cc1S(=O)(=O)Nc1ccccc1OC
  13	15	6.6	-10	9	50*	14	-7	-5
45: O=C(NCc1ccccc1CN1CCOCC1)c1ccc(-n2cccn2)cc1
  -9	1	-0.4	0	19	26	20	-2	-3
46: CC(C)CC(=O)NC(NCC1CCCO1)C(Cl)(Cl)Cl (stereo not given)
  -16	-10	1.5	-2	21	16	1	1	-2
47: Cc1cc2oc(=O)sc2cc1NS(=O)(=O)c1cccc2cccnc12
  -1	12	1.1	1	25	20	4	2	-4
48: COc1ccc(CC2(CO)CCN(CC3=CC[C@H]4C[C@@H]3C4(C)C)CC2)cc1
  15	-12	1.0	0	9	12	7	-2	-3
49: CCCCN(CC(=O)NCc1ccc(Cl)cc1)S(=O)(=O)c1ccc2c(c1)OCCO2
  8	32	5.9	-1	11	45	27	3	-3
50: O=C(N/N=C/C1CCCCC1)c1cc(Cl)ccc1O
  12	-3	5.6	-21	16	21	5	-2	-1
51: c1ccc2[nH]c(CCCCc3nc4ccccc4[nH]3)nc2c1
  4	2	0.8	-4	3	3	10	-1	-7
52: C/C(=N\Nc1ccc(C(F)(F)F)cn1)c1ccc(S(=O)(=O)NCc2ccco2)cc1
  -3	8	0.5	0	-12	2	8	-1	0
53: C/C(CC(=O)Nc1ccc(Cl)cn1)=N\NC(=O)Cc1cccs1
  -3	9	2.2	1	-4	10	-7	-3	-4
54: COc1ccc(C(=O)Nc2nc(-c3cccs3)cs2)cc1
  3	-27	0.2	16*	41	11	-24	-2	-3
55: COC(=O)c1[nH]c2ccc(Cl)cc2c1NC(=O)CN1CCC(C(N)=O)CC1
  14	7	x	4	9	2	4	-3	0
56: CCC(=O)NC(NC(=S)Nc1ccccc1Br)C(Cl)(Cl)Cl (stereo not given)
  -5	7	3.4	2	5	3	3	-3	-4
57: COCCn1c(-c2ccc(OC)cc2)c(-c2ccc(OC)cc2)oc1=O
  -1	-6	-0.3	-2	23	26	16	-3	-5
58: CC1CC(C)CN(S(=O)(=O)c2ccc(NC(=S)NC(=O)c3ccccc3)cc2)C1 (stereo not given)
  -7	-6	6.4	3	-6	-9	19	-4	-2
59: O=C(C[n+]1ccn(-c2ccccc2)c1)c1ccc([N+](=O)[O-])cc1
  -16	-6	-0.7	2	12	-7	-16	1	-3
60: O=[N+]([O-])c1ccc(CSc2nnc(Cc3ccccc3)o2)cc1
  -11	-12	2.8	0	15	12	4	-3	0

# Marked active in NR3A LBD binder, among the entries above:
no.	smiles	APJ antagonist	MPTP inh	NR3A LBD binder	NALP3 yeast inh
5	CCOC(=O)c1cn(CC)c2cc(Cl)c([N+](=O)[O-])cc2c1=O	0	1.9	12*	7
54	COc1ccc(C(=O)Nc2nc(-c3cccs3)cs2)cc1	3	0.2	16*	41

# The listing continues:
# Fields – APJ antagonist	TIM10 inh	MPTP inh	NR3A LBD binder	NALP3 yeast inh	tim23-1 inh	tim10-1 inh	APJ agonist	MIN6 prolif
61: Cc1ccc(NC(=O)CSc2nnc(CNC(=O)c3ccco3)o2)cc1
  4	-2	-1.0	-1	-9	-7	5	-2	0
62: Cc1ccc(C2CC(c3ccccc3)=NN2c2ccccc2)o1 (stereo not given)
  7	16	4.0	-1	12	33	5	0	-2
63: COCCNC(=O)/C(C#N)=C/c1c(N2CCCCCC2)nc2c(C)cccn2c1=O
  -21	10	0.4	-2	19	22	33	-5	4
64: COc1ccc(CNC(=O)C2CCN(S(=O)(=O)c3c(C)n[nH]c3C)CC2)cc1
  -13	-8	0.0	-1	19	-6	-17	-4	-4
65: O=C(c1ccccc1)c1coc2ccc(O)c(CN3CCOCC3)c12
  26	5	4.4	1	20	16	-8	5	0
66: O=C(Nc1ccc2oc(-c3ccccc3)nc2c1)c1cccs1
  -11	73*	-1.1	11*	49	53*	23	3	2
67: CCOc1ccccc1N1CC(C(=O)NNC(=O)c2ccc(F)cc2)CC1=O (stereo not given)
  0	-4	0.0	1	7	2	11	0	3
68: Clc1ccc(SCNc2ccccc2Cl)cc1
  -6	15	-1.1	10*	15	29	11	-4	-6
69: NC(=O)N/N=C/c1cn(-c2ccccc2)nc1-c1cccs1
  -21	30	-1.2	1	20	30	25	2	-5
70: Cc1ccc(NC(=O)CSc2nc(=O)n(CCCN3CCOCC3)c3c2CCCC3)c(C)c1
  -5	6	0.6	0	13	-4	3	-3	4
71: CS(=O)(=O)N1CCC(Oc2cccc(C(=O)NCCCOc3cccnc3)c2)CC1
  -12	7	0.5	-4	11	10	10	-4	-2
72: CCS(=O)(=O)Nc1ccc2[nH]c(=O)[nH]c2c1
  11	-2	-0.5	1	1	13	-21	-1	-1
73: CCCS(=O)(=O)N1CCN(Cc2ccccc2C(F)(F)F)CC1
  13	-3	-0.2	-1	36	12	4	4	1
74: C=CCn1c(C)c(C(=O)OCC)c2cc(O)c3ccccc3c21
  -23	4	2.1	2	7	14	23	3	2
